KB-V1 MDR tox: KB-V1 MDR subline cytotoxicity; KB-V1 MDR cells viability, CellTiter-Glo, 72 h; Potency, µM (series often up to 46.1 µM), for the others: at the highest dose activity change, negative = cytotoxicity, usual class: cytotoxic; 3.4% of 400,000 active; note: potency is the fitted concentration of half-maximal effect; % is set by controls: 0 for no effect and ±100 for the full control effect; nearly all actives have a fitted effect of over 60% in size
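KB-V1, DMEM (no phenol red) + 10% FBS; cpd pin-transferred, titration series; 72 h, 37 degrees C; CellTiter-Glo, luminescence. Data normalized, curve-fit.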
TDP43 rescue: rescues yeast growth from TDP-43 toxicity. TDP-43 expressing yeast growth rescue, BacTiter-Glo, 24 h. Potency, µM (titrated, usually from 46.1 µM), without a hit: at the top dose growth rescue (activation), hits mostly activators. 1.8% of 410,000 active. AID 652104; note: potency is the fitted concentration of half-maximal effect; % of control where 0% means no effect; nearly all actives have a fitted effect of over 50% in size
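Yeast cells expressing TDP-43 under galactose induction are exposed to compounds for 24 hr at 30 deg C. BacTiter-Glo luminescence measures growth, so protective compounds score as activators.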
aSyn rescue: inhibitors of alpha-synuclein toxicity in yeast; Yeast expressing alpha-synuclein, growth rescue, BacTiter-Glo, 24 h; Potency, µM (doses to about 46.1 µM), for inactives: top-dose growth rescue (activation), usual class: activators; 0.14% of 370,000 active; AID 652106; note: potency is the fitted concentration of half-maximal effect; % of control where 0% means no effect; nearly all actives have a fitted effect of over 65% in size
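Screening used galactose-induced yeast with toxic alpha-synuclein levels, exposed to compound for 24 hr at 30 deg C. Cell growth, read with BacTiter-Glo luminescence, gave the measured signal.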
GLP-1R agonist: GLP-1 receptor (human) agonism | P43220 | HEK293 GLP-1R CRE-luciferase, luminescence, 4-6 h; cells express a hypersensitive GLP-1R form | Potency, µM (doses to about 45.6 µM), for inactives: at the top dose activation, actives largely listed as activators | 0.007% of 380,000 active | AID 624172; note: potency is the fitted concentration of half-maximal effect; % of control where 0% means no effect
Target sequence (P43220 whole entry, looked up): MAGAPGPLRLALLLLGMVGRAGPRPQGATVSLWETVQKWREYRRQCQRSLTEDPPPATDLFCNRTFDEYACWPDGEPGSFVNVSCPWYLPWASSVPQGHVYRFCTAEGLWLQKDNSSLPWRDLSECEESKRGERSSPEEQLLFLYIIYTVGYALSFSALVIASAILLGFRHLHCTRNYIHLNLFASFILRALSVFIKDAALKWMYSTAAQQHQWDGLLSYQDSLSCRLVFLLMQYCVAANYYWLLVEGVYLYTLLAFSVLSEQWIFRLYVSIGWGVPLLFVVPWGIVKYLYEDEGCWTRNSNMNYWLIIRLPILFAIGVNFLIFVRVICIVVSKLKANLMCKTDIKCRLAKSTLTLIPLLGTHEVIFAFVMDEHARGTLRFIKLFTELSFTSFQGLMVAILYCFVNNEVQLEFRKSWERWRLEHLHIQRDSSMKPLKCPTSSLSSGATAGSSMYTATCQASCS
PTHR1 agonist: agonists of human PTHR1 parathyroid hormone receptor. Q03431. HEK293 GP2 PTHR1 cells, GloSensor cAMP luminescence, 1 h. Potency, µM (series often up to 115 µM), without a hit: at the highest dose activation, actives largely listed as activators. 0.075% of 410,000 active; note: potency is the fitted concentration of half-maximal effect; nearly all actives have a fitted effect of over 55% in size; some results filed as inactive show a strong effect at the top dose; inactives centre near -15; many of its hits are not listed in these tables
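HEK-293-derived GP2 cells expressing PTHR1 and a GloSensor cAMP reporter, 3,000/well, plated overnight, given luciferin plus IBMX (each 0.5 mM as added) for 1 h at 37 °C, then compound for 1 h at 37 °C. Luminescence was read after 15 min at room temperature.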
D3 ag: agonists of human D3 dopamine receptor; AID 652048; D3R DiscoveRx beta-arrestin cells, luminescence, 90 min; 0.58% of 410,000 active; P35462; max activation, %; in the data active = max activation above about 30%; note: 0% is about no effect; mostly tested at two doses, the higher about 12 µM
Target sequence (P35462 whole entry, looked up): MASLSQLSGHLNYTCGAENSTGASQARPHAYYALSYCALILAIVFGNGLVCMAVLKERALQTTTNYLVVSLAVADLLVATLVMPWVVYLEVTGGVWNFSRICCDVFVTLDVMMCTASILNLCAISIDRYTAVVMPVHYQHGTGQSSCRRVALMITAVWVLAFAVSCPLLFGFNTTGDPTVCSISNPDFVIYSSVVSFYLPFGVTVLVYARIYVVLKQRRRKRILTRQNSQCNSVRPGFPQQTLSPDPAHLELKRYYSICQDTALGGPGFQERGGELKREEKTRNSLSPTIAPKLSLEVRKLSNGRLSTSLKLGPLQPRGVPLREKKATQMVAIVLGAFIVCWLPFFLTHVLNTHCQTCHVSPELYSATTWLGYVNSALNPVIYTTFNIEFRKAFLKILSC
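Agonist mode: compounds and dopamine controls were applied to plated cells for 90 min at 37 degrees C after an overnight attachment at 1500 cells/well. Luminescent read-out followed 30 - 60 minutes at room temperature with DiscoveRx detection reagent.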
HEK293 tox: cytotoxicity in counter-screen for GLP-1R inverse agonists. HEK293 cAMP-luciferase reporter cells, luminescence, 24 h. Potency, µM (doses to about 38.3 µM), inactives show at the top dose activity change, negative = inhibition, usual class: inhibitors. 0.13% of 410,000 active;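 note: loss of luciferase light is scored as toxicity; potency is the fitted concentration of half-maximal effect; % is set by controls: 0 for no effect and ±100 for the full control effect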
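Quantitative HTS format, 1536 wells, 200 cells/uL seeded. Compounds: 23 nL, 24 h, 37 °C. Detection: luciferase reagent, luminescence at 12 min RT; decreased signal taken as cytotoxic.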
GLP-1R inv ag: acts as inverse agonist at human GLP-1 receptor. HEK293 GLP-1R CRE-luciferase, luminescence, 24 h; GLP-1R form is constitutively active. AID 624417. 1.6% of 410,000 active. Potency, µM (doses to about 38.3 µM), for inactives: at the highest dose activity change, negative = inhibition, actives largely listed as inhibitors. P43220; note: potency is the fitted concentration of half-maximal effect; % is set by controls: 0 for no effect and ±100 for the full control effect; nearly all actives have a fitted effect of over 55% in size
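qHTS in 1536-well format: reporter HEK293 cells expressing constitutive GLP-1R activity in DMEM + 10% Nu serum, 24 hr with compounds at 37 deg C, luminescence read after 12 min with detection reagent.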
DRD3 antagonist: D3 dopamine receptor (human) antagonism; AID 652054; 2.5% of 360,000 active; D3R cells, DiscoveRx beta-arrestin luminescence, antagonist mode; active compounds read low; max response, negative = inhibition, %; P35462; in the data active = max response below about -50%; inconclusive = no clear call, values can overlap the other calls; note: % is set by controls: 0 for no effect and ±100 for the full control effect; mostly tested at two doses, the higher about 12 µM
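Cells plated overnight at 1500 cells/well, then exposed to library compounds with dopamine controls for 90 minutes at 37 degrees C. DiscoveRx reagent added for 30–60 minutes at room temperature; luminescence read, quantitative HTS format.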
* hit, by the source's call; [ ] = another dose, or the depositor's remark. Unless noted, calls come from the whole dose curve; as a rule, active = well fitted curve in the direction sought with a large enough effect; inconclusive = small, poorly fitted or top-dose-only effect, or another doubt; inactive = no such curve, though single readings can be large; an effect the other way counts as inactive or inconclusive. An excerpt; rates above refer to the full screens.

Screening CCCN(CCC)CCNC(=O)c1cc(-c2ccc(Br)s2)nc2ccccc12 returned KB-V1 MDR tox -25%, TDP43 rescue -22%, PTHR1 agonist 5%, D3 ag -14, HEK293 tox 5% and GLP-1R inv ag inconclusive.
`COc1ccc(S(=O)(=O)c2c(Nc3ccc(C)cc3)sc(C(=O)c3ccc4c(c3)OCO4)c2N)cc1` gave KB-V1 MDR tox -2%, TDP43 rescue 14%, PTHR1 agonist -25%, D3 ag 3, HEK293 tox 48%[activator] and GLP-1R inv ag -2%.
For COc1ccc(-c2nn(-c3ccccc3)cc2/C=C(\CC(=O)O)c2nc3ccccc3s2)cc1OC the results were KB-V1 MDR tox -4%, TDP43 rescue 7%, aSyn rescue 10%, GLP-1R agonist 14%, PTHR1 agonist -30%[inhibitor], D3 ag 2, HEK293 tox 14%, GLP-1R inv ag 19% and DRD3 antagonist 15.
`Cc1ccc(SCCOCCN2CC(C)OC(C)C2)cc1` (stereo not drawn) gave KB-V1 MDR tox -14%, TDP43 rescue -12%, aSyn rescue 14%, GLP-1R agonist 7%, PTHR1 agonist -16%, D3 ag -17, HEK293 tox 2%, GLP-1R inv ag -49% and DRD3 antagonist -6.
Screening CCC/C(=C1/c2ccccc2C(=O)N1c1ccccc1)c1ccc2[nH]ccc2c1 returned KB-V1 MDR tox inconclusive, TDP43 rescue 14µM*, aSyn rescue -44%[inhibitor], GLP-1R agonist -3%, PTHR1 agonist -62%[inhibitor], D3 ag -12, HEK293 tox -4%, GLP-1R inv ag 4.5µM* and DRD3 antagonist 8.
`COc1ccc2c(c1)C(CC(C)=O)N(c1ccc(-c3cccs3)cc1)C(c1ccsc1)=C2` (stereo not drawn) gave KB-V1 MDR tox -6%, TDP43 rescue 5%, aSyn rescue 2%, GLP-1R agonist -3%, PTHR1 agonist 11%, D3 ag -6, HEK293 tox -7%, GLP-1R inv ag inconclusive and DRD3 antagonist 0.
`COC(=O)CCC(=O)NC(=S)Nc1ccc(S(=O)(=O)Nc2cc(C)on2)cc1` gave KB-V1 MDR tox 20%, TDP43 rescue 5%, aSyn rescue inconclusive, GLP-1R agonist -1%, PTHR1 agonist inactive, D3 ag 2, HEK293 tox 1%, GLP-1R inv ag 13% and DRD3 antagonist -11.
COc1ccc(-c2cc3nc(NCCCN(C)C)n(C)c(=O)c3s2)cc1OC was read as KB-V1 MDR tox 0%, TDP43 rescue 16%, aSyn rescue -9%, GLP-1R agonist -1%, PTHR1 agonist -18%, D3 ag -1, HEK293 tox 3%, GLP-1R inv ag -8% and DRD3 antagonist 10.
CCCc1cnc2c(c1SCC(=O)N(C)c1ccccc1)c(=O)n(C)c(=O)n2C was read as KB-V1 MDR tox 7%, TDP43 rescue -9%, PTHR1 agonist -3%, D3 ag -2, HEK293 tox 5% and GLP-1R inv ag 17%.
For Cc1cc(NC(=O)c2ccccc2)ccc1NC(=O)c1ccccc1Cl the results were KB-V1 MDR tox -22%, TDP43 rescue -1%, aSyn rescue 0%, GLP-1R agonist -5%, PTHR1 agonist inconclusive, D3 ag -11, HEK293 tox -6%, GLP-1R inv ag 1% and DRD3 antagonist 0.
For O=c1[nH]c(C2CCN(S(=O)(=O)c3ccc(F)cc3)CC2)nc2c1nnn2Cc1ccc2c(c1)OCCO2 the results were KB-V1 MDR tox 0%, TDP43 rescue -11%, aSyn rescue -5%, GLP-1R agonist -7%, PTHR1 agonist -45%[inhibitor], D3 ag 8, HEK293 tox -15%, GLP-1R inv ag inconclusive and DRD3 antagonist -10.
For O=C(Nn1c(Cc2cccs2)nc2ccccc2c1=O)c1cccs1 the results were KB-V1 MDR tox 0%, TDP43 rescue -7%, aSyn rescue -2%, GLP-1R agonist -1%, PTHR1 agonist -14%[57.5 µM], D3 ag -5, HEK293 tox -13%, GLP-1R inv ag 0% and DRD3 antagonist 10.
Cc1cc(NC(=O)CSc2nnc(-c3ccncc3)n2Cc2ccccc2)n(-c2ccccc2)n1 was read as KB-V1 MDR tox -6%, TDP43 rescue 14%, aSyn rescue 1%, GLP-1R agonist -5%, PTHR1 agonist inactive, D3 ag 11, HEK293 tox 2%, GLP-1R inv ag 16% and DRD3 antagonist 23.
COc1ccc2c(c1OC)C(=O)N1N=C(c3ccc(Cl)cc3)CC21 (stereo not drawn) was read as KB-V1 MDR tox inconclusive, TDP43 rescue 35µM*, aSyn rescue 10%, GLP-1R agonist 8%, PTHR1 agonist inactive, D3 ag 2, HEK293 tox 9%, GLP-1R inv ag 14% and DRD3 antagonist 2.
Cc1ccccc1NC(=O)c1sc2nc3c(cc2c1N)CCCC3 was read as TDP43 rescue -2%, PTHR1 agonist -82%[inhibitor], D3 ag -4, HEK293 tox -12% and GLP-1R inv ag inconclusive.

Arranged by SMILES length (falling): part of the list above.
COc1ccc(-c2cc3nc(NCCCN(C)C)n(C)c(=O)c3s2)cc1OC was read as KB-V1 MDR tox 0%, TDP43 rescue 16%, aSyn rescue -9%, GLP-1R agonist -1%, PTHR1 agonist -18%, D3 ag -1, HEK293 tox 3%, GLP-1R inv ag -8% and DRD3 antagonist 10.
Screening CCCN(CCC)CCNC(=O)c1cc(-c2ccc(Br)s2)nc2ccccc12 returned KB-V1 MDR tox -25%, TDP43 rescue -22%, PTHR1 agonist 5%, D3 ag -14, HEK293 tox 5% and GLP-1R inv ag inconclusive.
COc1ccc2c(c1OC)C(=O)N1N=C(c3ccc(Cl)cc3)CC21 (stereo not drawn) was read as KB-V1 MDR tox inconclusive, TDP43 rescue 35µM*, aSyn rescue 10%, GLP-1R agonist 8%, PTHR1 agonist inactive, D3 ag 2, HEK293 tox 9%, GLP-1R inv ag 14% and DRD3 antagonist 2.

(continued)
Screening COc1ccc(N=C2C(=Nc3ccc(OC)cc3)N(c3ccc(OC)cc3)C(=S)N2C(=O)c2ccc(OC)cc2)cc1 returned KB-V1 MDR tox -16%, TDP43 rescue 12%, aSyn rescue -18%, GLP-1R agonist 4%, PTHR1 agonist -17%[57.5 µM], D3 ag -1, HEK293 tox -29%, GLP-1R inv ag 3% and DRD3 antagonist 19.
Screening Cc1ccc(NC(=O)COC(=O)CNC(=O)c2ccc3ccccc3c2)c([N+](=O)[O-])c1 returned KB-V1 MDR tox inconclusive, TDP43 rescue -24%[0.397 µM], aSyn rescue 5%, GLP-1R agonist 5%, PTHR1 agonist -1%, D3 ag -14, HEK293 tox 0%, GLP-1R inv ag 17% and DRD3 antagonist -10.
COc1ccc(C)cc1N(CC(=O)N/N=C/c1ccc2c(c1)OCO2)S(C)(=O)=O was read as KB-V1 MDR tox -23%, TDP43 rescue 19%, aSyn rescue -1%, GLP-1R agonist 0%, PTHR1 agonist -12%, D3 ag 0, HEK293 tox -2%, GLP-1R inv ag 47%[activator] and DRD3 antagonist 0.
Screening COc1cc(C(=O)N2c3ccccc3CCC2C)cc(OC)c1OC (stereo not drawn) returned KB-V1 MDR tox inconclusive, TDP43 rescue 13%, aSyn rescue 0%, GLP-1R agonist -1%, PTHR1 agonist -5%, D3 ag 3, HEK293 tox -6%, GLP-1R inv ag -18% and DRD3 antagonist 7.
COc1ccc(Cn2ccn(Cc3cccc(OC)c3)c(=O)c2=O)cc1 was read as TDP43 rescue 15%, PTHR1 agonist inactive, D3 ag 0, HEK293 tox -11% and GLP-1R inv ag -13%.
`COc1cc(OC)c(NC(=O)N2CCCn3nc(C)cc32)cc1Cl` gave KB-V1 MDR tox 4%, TDP43 rescue 21%, PTHR1 agonist 3%, D3 ag 7, HEK293 tox 2% and GLP-1R inv ag 23%.
Screening CC(C)CC(O)(CC(C)C)C(=O)NNc1ccccc1 returned KB-V1 MDR tox 1%, TDP43 rescue 13%, aSyn rescue 2%, GLP-1R agonist -8%, PTHR1 agonist inactive, D3 ag 2, HEK293 tox -15%, GLP-1R inv ag 5.6µM* and DRD3 antagonist 19.
`Cc1oc(-c2cccc(Cl)c2)nc1CSc1nc2ncccc2[nH]1` gave TDP43 rescue inconclusive, PTHR1 agonist -33%[inhibitor], D3 ag 16, HEK293 tox 6% and GLP-1R inv ag 3%.
Screening c1cncc(-c2ccnc3ncnn23)c1 returned KB-V1 MDR tox inconclusive, TDP43 rescue -6%, aSyn rescue 9%, GLP-1R agonist 11%, PTHR1 agonist inactive, D3 ag -3, HEK293 tox -11%, GLP-1R inv ag 6% and DRD3 antagonist -9.
COCCCNC(=O)c1cc2cc3cc(OC)ccc3nc2o1 was read as KB-V1 MDR tox -5%, TDP43 rescue 22%, aSyn rescue 6%, GLP-1R agonist 16%, PTHR1 agonist -6%, D3 ag -2, HEK293 tox -7%, GLP-1R inv ag 38%[activator] and DRD3 antagonist -4.
Screening COc1ccccc1-c1ccc(/C=C2\C=CC(=O)O2)o1 returned KB-V1 MDR tox -8%, TDP43 rescue inconclusive, aSyn rescue 5%, GLP-1R agonist 4%, PTHR1 agonist -10%, D3 ag -6, HEK293 tox 17%, GLP-1R inv ag 0% and DRD3 antagonist -8.
`O=C(NCC(c1ccco1)N1CCc2ccccc2C1)C(=O)Nc1ccccc1` (stereo not drawn) gave KB-V1 MDR tox -36%, TDP43 rescue -10%, aSyn rescue -7%, GLP-1R agonist -19%, PTHR1 agonist -27%, D3 ag -34, HEK293 tox 1%, GLP-1R inv ag -35% and DRD3 antagonist -90*.
Screening Cc1cc(OCC(=O)OCC(=O)Nc2cccnc2Cl)ccc1Cl returned KB-V1 MDR tox 9%, TDP43 rescue -3%, aSyn rescue -8%, GLP-1R agonist -2%, PTHR1 agonist inactive, D3 ag 9, HEK293 tox 9%, GLP-1R inv ag 13% and DRD3 antagonist 3.
